Compound activity deposited in PubChem by several laboratories.
CDK5 inh = inhibitors of human CDK5/p35 kinase, primary screen, biochemical, single concentration; Cyclin-dependent kinase 5 (Homo sapiens) + Cyclin-dependent kinase 5 activator 1 (Homo …; Recombinant CDK5/p35, ADP-Glo luminescence, 60 min; inhibition, % at 10 µM; 330,000 tested, 0.01% active;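 active = highest replicate inhibition of at least 50% and at least 75% of replicates reaching 50%; inconclusive = only one of the two criteria met; inactive = both criteria failed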;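 also: plate controls were DMSO neutral control for no effect and GW8510 at 10 µM for full effect; many of its hits are not listed in these tables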
dFosB activator = activators of delta FosB homodimer, primary screen, biochemical, fluorescence polarization, TAMRA-CDK5 oligo, single point; purified delta FosB; percent of positive-control signal above neutral wells; 340,000 tested, 0.99% active; AID 493131, 2011; activation, % at 25 µM;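 active = mean activation above about 17%, with every replicate also reaching it, limit read from the data, passing the limit was not always enough; inconclusive = only one of the two conditions met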;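 also: fluorescence polarization rise as delta FosB binds a TAMRA Cdk5 AP-1 oligo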
Target sequence (P13346 whole entry, looked up): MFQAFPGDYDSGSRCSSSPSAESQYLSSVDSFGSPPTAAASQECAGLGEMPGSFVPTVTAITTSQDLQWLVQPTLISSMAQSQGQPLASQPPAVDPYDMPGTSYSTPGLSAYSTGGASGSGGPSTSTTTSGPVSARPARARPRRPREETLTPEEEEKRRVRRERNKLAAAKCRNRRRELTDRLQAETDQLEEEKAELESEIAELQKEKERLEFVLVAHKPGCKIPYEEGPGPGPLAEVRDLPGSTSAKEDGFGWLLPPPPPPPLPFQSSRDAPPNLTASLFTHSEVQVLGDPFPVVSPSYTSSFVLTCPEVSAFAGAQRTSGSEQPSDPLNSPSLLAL
SR-BI DiI-HDL act = activators of SR-BI mediated DiI-HDL uptake, primary screen, ldlA[mSR-BI] CHO cells, DiI fluorescence | 3 h; 100 = double the neutral-control signal | AID 504775, 2011 | 320,000 tested, 0.096% active | activation, % at 12.5 µM;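 active = mean replicate activation of at least 60% and every replicate at or above 60%; inconclusive = mean or all-replicate condition met, but not both; inactive = mean below 60% and not all replicates reaching 60%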;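 also: 0% = median plate neutral-control signal and 100% = twice that signal; values of inactives mirror those of a sister screen read the other way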
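system = CHO ldlA[mSR-BI] cells, LDL receptor-null, SR-BI overexpressing | medium = Ham's F12 with 0.5% BSA, HEPES 25 mM, pH 7.4 | probe or stimulus = DiI-HDL 10 µg/mL | compound dosing = single-point compound dose | incubation = compound exposure 3 h, 37 °C | technique = DiI fluorescence, bottom read | read-out = cell-associated DiI fluorescence as measure of HDL uptake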
SR-BI DiI inh = inhibitors of SR-BI mediated HDL lipid uptake, primary screen, ldlA[mSR-BI] cells, fluorescence, single point; Scavenger receptor class B member 1 (Mus musculus), Q61009; ldlA[mSR-BI] CHO cells, DiI-HDL uptake fluorescence, 3 h; 320,000 tested, 0.96% active; inhibition, % at 12.5 µM;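 active = mean replicate inhibition of at least 70% and a set share of replicates each scoring 70 or more; inconclusive = meets just one of the two criteria; inactive = fails both criteria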;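 also: 0% = median of neutral control wells and 100% = median of positive control wells; values of inactives mirror those of a sister screen read the other way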
MITF act = activators of MITF-driven TRPM1 promoter reporter, primary screen, cell-based, SK-MEL-5, luciferase, single point; SK-MEL-5 TRPM1-promoter luciferase, 24 h; % of positive control, neutral wells = 0; activation, % at 12.5 µM; 300,000 tested, 0.75% active; AID 588334, 2011;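 active = mean activation of at least 80% with every replicate also reaching 80%; inconclusive = mean reaches 80% but some replicate falls short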;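 also: 0% = neutral control wells and 100% = parthenolide positive control wells; values of inactives mirror those of a sister screen read the other way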
Wnt act = Wnt/beta-catenin pathway activators, primary screen, cell-based, plate reader, single point. 300,000 tested, 1.2% active. activation, % at 9.35 µM. Wnt/beta-catenin reporter cell assay, activator. AID 743398, 2014; in the data active = activation above about 30%, passing the limit was not always enough; inconclusive = no clear call, values can overlap the other calls;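 also: 0% = neutral control wells and 100% = positive control wells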
cardiac RTF act = cardiac RTF calcium sensitivity activators, primary screen, biochemical, IANBD-TnC fluorescence, EC20 calcium; AID 493008, 2010; 340,000 tested, 0.24% active; Troponin I, cardiac muscle (Homo sapiens) + Troponin T, cardiac muscle (Homo sapiens) + …; activation, % at 7.2 µM; IANBD-labeled TnC RTF fluorescence at EC20 calcium; 0% EC20 calcium, 100% full calcium;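 active = activation above the mean over all tested compounds plus 3 SD, cut at about 30% in these data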;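 also: rise in fluorescence read as greater calcium sensitivity of cardiac thin filaments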
Rtt109 Vps75 = inhibitors of C. albicans Rtt109/Vps75 HAT, primary screen, biochemical, ThioGlo CoA-SH fluorescence, plate reader. Histone acetyltransferase RTT109 (Candida albicans (strain SC5314 / ATCC MYA-2876)), …. inhibition, % at 34.9 µM. 330,000 tested, 0.16% active. purified Rtt109/Vps75, 4 h;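 active = inhibition of at least 50% in every replicate; inconclusive = best replicate reaches 50% inhibition but some replicates fall short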
Target sequence (Q5AAJ8 whole entry, looked up): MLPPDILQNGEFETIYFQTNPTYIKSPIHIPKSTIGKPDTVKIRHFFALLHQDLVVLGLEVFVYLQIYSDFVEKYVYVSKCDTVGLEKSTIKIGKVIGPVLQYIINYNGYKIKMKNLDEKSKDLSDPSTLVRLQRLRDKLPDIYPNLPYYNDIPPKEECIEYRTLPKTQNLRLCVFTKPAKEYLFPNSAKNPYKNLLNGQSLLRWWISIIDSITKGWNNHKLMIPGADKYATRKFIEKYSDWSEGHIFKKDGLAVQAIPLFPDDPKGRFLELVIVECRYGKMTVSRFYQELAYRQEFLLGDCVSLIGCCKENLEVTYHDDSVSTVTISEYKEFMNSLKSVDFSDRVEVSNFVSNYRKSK
PvdQ acylase = P. aeruginosa PvdQ acylase inhibitors, primary screen, biochemical, fluorescence, plate reader and imaging, single point. AID 488965, 2010. PvdQ acylase [Pseudomonas aeruginosa LESB58]. inhibition, % at 10 µM. purified PvdQ acylase. 340,000 tested, 0.063% active; in the data active = inhibition above about 30%, passing the limit was not always enough; inconclusive = no clear call, values can overlap the other calls;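 also: 0% = vehicle neutral wells and 100% = reference inhibitor wells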
HTR5A ag = HTR5A agonists in luminescence cell assay, primary screen, counter-screen for OPRM1-OPRD1 heterodimer agonist project, full-deck HTS | 5-hydroxytryptamine receptor 5A (Homo sapiens), P47898 | cell-based | activation, % at 9.3 µM | 340,000 tested, 0.61% active; in the data active = activation mostly above about 9.5%, no sharp cut-off; inactive = mostly below about 7.6%;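 also: 0% = cells with vehicle only and 100% = reference agonist; strong numbers were not always called active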
Target sequence (P47898 whole entry, looked up): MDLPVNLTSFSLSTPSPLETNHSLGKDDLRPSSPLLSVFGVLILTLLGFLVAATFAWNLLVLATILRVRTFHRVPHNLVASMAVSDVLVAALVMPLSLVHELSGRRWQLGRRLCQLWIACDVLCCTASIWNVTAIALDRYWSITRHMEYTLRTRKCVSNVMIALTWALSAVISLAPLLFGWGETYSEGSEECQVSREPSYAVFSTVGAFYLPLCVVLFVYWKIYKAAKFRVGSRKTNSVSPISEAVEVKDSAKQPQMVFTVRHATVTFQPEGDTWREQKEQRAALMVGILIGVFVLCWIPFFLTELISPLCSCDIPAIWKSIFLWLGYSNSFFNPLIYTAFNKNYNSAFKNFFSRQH
* hit, by the source's call; & = joins results of further samples.

`O=C(Nc1nnc(Cc2ccc(Cl)cc2)s1)C1CCCO1` (stereo not given) gave CDK5 inh -1.1, dFosB activator -10, SR-BI DiI-HDL act 23, SR-BI DiI inh -23, MITF act 37, Wnt act 3, cardiac RTF act -1, Rtt109 Vps75 -5, PvdQ acylase -6 and HTR5A ag 12.
`COc1ccc(NC(=O)CCNS(=O)(=O)c2ccc(C)c(C)c2)cc1OC` gave CDK5 inh 1.9, dFosB activator -7, MITF act -5, Wnt act -1, cardiac RTF act -6, Rtt109 Vps75 14, PvdQ acylase 7 and HTR5A ag -2.
For CCN(Cc1cc(=O)[nH]c2ccccc12)C(=O)C(C)C the results were CDK5 inh -7.2, dFosB activator 1, SR-BI DiI-HDL act 13, SR-BI DiI inh -13, MITF act -7, Wnt act 1, cardiac RTF act 4, Rtt109 Vps75 -3, PvdQ acylase -17 and HTR5A ag 2.
For CCOc1ccccc1N(CC(=O)NC(C)(C)C)C(=O)CCC(=O)Nc1nccs1 the results were CDK5 inh -1.7, dFosB activator -19, SR-BI DiI-HDL act 15, SR-BI DiI inh -15, MITF act -10, Wnt act -2, cardiac RTF act -6, Rtt109 Vps75 6, PvdQ acylase -8 and HTR5A ag 1.
`CC1CCN(c2ccc3nnc(CCC(=O)Nc4ccc(F)c(F)c4)n3n2)CC1` gave CDK5 inh 1.7, dFosB activator -2, SR-BI DiI-HDL act 3, SR-BI DiI inh -3, MITF act -7, Wnt act -4, cardiac RTF act 5, Rtt109 Vps75 -9, PvdQ acylase -9 and HTR5A ag 2.
Screening O=C(CSCc1ccc(Cl)cc1)NN=C1CCCCCC1 returned CDK5 inh 0.3, dFosB activator 0, SR-BI DiI-HDL act 19, SR-BI DiI inh -19, MITF act 7, Wnt act 0, cardiac RTF act -2, Rtt109 Vps75 7, PvdQ acylase 17 and HTR5A ag -3.
`C/C(=N\NC(=O)C1CCCC1)c1ccc(Cl)cc1` gave CDK5 inh -1.4, dFosB activator -4, SR-BI DiI-HDL act 7, SR-BI DiI inh -7, MITF act 12, Wnt act 3, cardiac RTF act -1, Rtt109 Vps75 -8, PvdQ acylase -10 and HTR5A ag 2.
Screening Cn1c(Cc2nc3ccccc3n2C)nc2ccccc21 returned CDK5 inh 0.0, dFosB activator 0, SR-BI DiI-HDL act 46, SR-BI DiI inh -46, MITF act -2, Wnt act -3, cardiac RTF act 1, Rtt109 Vps75 1, PvdQ acylase 10 and HTR5A ag -11.
Screening O=C(Nc1ccon1)c1cnc2sccn2c1=O returned CDK5 inh 0.2, dFosB activator -3, SR-BI DiI-HDL act 3, SR-BI DiI inh -3, MITF act 2, cardiac RTF act -6, Rtt109 Vps75 -14, PvdQ acylase 13 and HTR5A ag -4.
`COc1ccc2c(c1)CCCC21NC(=O)N(CC(=O)c2cc(F)ccc2F)C1=O` (stereo not given) gave CDK5 inh 0.0, dFosB activator -5, SR-BI DiI-HDL act 14, SR-BI DiI inh -14, MITF act -2, Wnt act 2, cardiac RTF act -3, Rtt109 Vps75 13, PvdQ acylase -15 and HTR5A ag 2.
`COc1ccc(-c2csc3nc(C)n(-n4cccc4)c(=O)c23)cc1OC` gave CDK5 inh 1.1, dFosB activator 1, SR-BI DiI-HDL act -30, SR-BI DiI inh 30, MITF act 11, Wnt act -2, cardiac RTF act 4, PvdQ acylase -12 and HTR5A ag 2.
`CC(C)(C)NC(=O)/C(=C\c1ccccc1F)NC(=O)c1ccc([N+](=O)[O-])cc1` gave CDK5 inh 0.8, dFosB activator 2, SR-BI DiI-HDL act -1, SR-BI DiI inh 1, MITF act 12, Wnt act 1, cardiac RTF act -2, Rtt109 Vps75 -2, PvdQ acylase -10 and HTR5A ag 4.
`Cc1c(Cl)cccc1NC(=S)N(Cc1cccnc1)Cc1ccccc1Cl` gave CDK5 inh 0.7, dFosB activator -5, SR-BI DiI-HDL act -11, SR-BI DiI inh 11, MITF act -12, Wnt act -1, cardiac RTF act 5, Rtt109 Vps75 12, PvdQ acylase -9 and HTR5A ag -1.
Screening CCCCC(=O)Nc1ccc(C(=O)N2CCC(C(=O)OCC)CC2)cc1 returned CDK5 inh 1.7, dFosB activator 2, SR-BI DiI-HDL act -4, SR-BI DiI inh 4, MITF act 1, Wnt act -5, cardiac RTF act -6, Rtt109 Vps75 -12, PvdQ acylase -4 and HTR5A ag 1.
Screening O=C(NC(=S)Nc1ccc(S(=O)(=O)Nc2nccs2)cc1)C1CC1 returned CDK5 inh 0.0, dFosB activator -1, MITF act 7, Wnt act -1, cardiac RTF act -1, Rtt109 Vps75 -2, PvdQ acylase 2 and HTR5A ag -2.
Cc1[nH]nc(C(F)(F)F)c1CCC(=O)NC1CCCCCC1 was read as CDK5 inh 0.6, dFosB activator -5, SR-BI DiI-HDL act 16, SR-BI DiI inh -16, MITF act -1, Wnt act -2, cardiac RTF act -4, Rtt109 Vps75 0, PvdQ acylase 4 and HTR5A ag -2.
Screening NC(=O)CC(NC(=O)Cc1ccc(Br)cc1)c1ccc(N2CCN(c3ccccc3)CC2)c([N+](=O)[O-])c1 (stereo not given) returned CDK5 inh -1.6, dFosB activator 1, SR-BI DiI-HDL act -10, SR-BI DiI inh 10, MITF act -13, Wnt act -4, cardiac RTF act -2, Rtt109 Vps75 1, PvdQ acylase -1 and HTR5A ag 8.
`CC1CN(CC(O)COC(c2ccccc2)c2ccccc2)CC(C)O1` (stereo not given) gave CDK5 inh -0.6, dFosB activator 0, SR-BI DiI-HDL act 24, SR-BI DiI inh -24, MITF act 3, Wnt act -2, cardiac RTF act -2, Rtt109 Vps75 9, PvdQ acylase 4 and HTR5A ag 2.
`Cc1ccccc1CNC(=O)Nc1cccs1` gave CDK5 inh -2.3, dFosB activator -9, SR-BI DiI-HDL act 6, SR-BI DiI inh -6, MITF act 34, cardiac RTF act 4, Rtt109 Vps75 -17, PvdQ acylase -24 and HTR5A ag -8.
Screening COc1ccc(N2CCN(C(=O)CCC(=O)N3CCOc4ccc(C)cc43)CC2)cc1 returned CDK5 inh -1.4, dFosB activator -9, SR-BI DiI-HDL act -42, SR-BI DiI inh 42, Wnt act -1, cardiac RTF act 3, Rtt109 Vps75 2, PvdQ acylase -4 and HTR5A ag 4.
Screening O=C(Nc1nccs1)c1ccc(CSc2ccccc2)o1 returned CDK5 inh 0.4, dFosB activator -5, SR-BI DiI-HDL act -1, SR-BI DiI inh 1, MITF act inconclusive, Wnt act 38*, cardiac RTF act -4, Rtt109 Vps75 1, PvdQ acylase 13 and HTR5A ag 0.
Screening O=C1c2ccccc2C(=O)N1CCN1CCOCC1 returned CDK5 inh 0.4, dFosB activator -1, SR-BI DiI-HDL act -10, SR-BI DiI inh 10, MITF act -9, Wnt act -3, cardiac RTF act 5, Rtt109 Vps75 -7, PvdQ acylase -17 and HTR5A ag -1.
CCc1ccc2[nH]c3nc(N/N=C/c4ccc(O)cc4O)nnc3c2c1 was read as CDK5 inh 0.4, dFosB activator 12, SR-BI DiI-HDL act -3, SR-BI DiI inh 3, Wnt act -6, cardiac RTF act 0, Rtt109 Vps75 2, PvdQ acylase -3 and HTR5A ag 3.
COc1ccc(/C=C/C(=O)c2ccc(C(=O)/C=C/c3ccc(OC)c(OC)c3)cc2)cc1OC was read as CDK5 inh 0.8, dFosB activator -3, SR-BI DiI-HDL act -40, SR-BI DiI inh 40, MITF act -11, Wnt act -13, cardiac RTF act 7, Rtt109 Vps75 1, PvdQ acylase 3 and HTR5A ag -3.
O=C(NCC1CCCO1)C1CCCN1C(=O)Nc1ccc(Cl)c(Cl)c1 (stereo not given) was read as CDK5 inh 0.2, dFosB activator 1, SR-BI DiI-HDL act 9, SR-BI DiI inh -9, MITF act 1, Wnt act 0, cardiac RTF act -1, Rtt109 Vps75 4, PvdQ acylase -5 and HTR5A ag 4.
O=c1c2ccccc2ncn1-c1ccc(Cl)cc1 was read as CDK5 inh 2.5, dFosB activator -2, SR-BI DiI-HDL act 7, SR-BI DiI inh -7, MITF act 24, Wnt act 27&4, cardiac RTF act 7, Rtt109 Vps75 2, PvdQ acylase 7 and HTR5A ag 3.
Screening COc1cc(OC)c(NC(=O)CS(=O)(=O)Cc2nc(-c3ccc(C)cc3)oc2C)cc1Cl returned CDK5 inh -0.3, dFosB activator -9, SR-BI DiI-HDL act -36, SR-BI DiI inh 36, MITF act -2, Wnt act -3, cardiac RTF act 4, Rtt109 Vps75 -3, PvdQ acylase -8 and HTR5A ag 0.
O=C(COc1ccc(S(=O)(=O)N2CCOCC2)cc1)Nc1cccc([N+](=O)[O-])c1 was read as CDK5 inh -0.8, dFosB activator -5, SR-BI DiI-HDL act -6, SR-BI DiI inh 6, MITF act 1, Wnt act 1, cardiac RTF act -3, Rtt109 Vps75 5, PvdQ acylase -1 and HTR5A ag 1.
`Cc1cccc(OCC(=O)NCCCNC(=O)c2ccncc2)c1` gave CDK5 inh -3.6, dFosB activator 9, SR-BI DiI inh -17, MITF act 2, Wnt act 0, cardiac RTF act 3, Rtt109 Vps75 -19, PvdQ acylase -3 and HTR5A ag 6.
For O=C(O)Cc1ccc(N=Nc2c(O)c(C(=O)O)cc3ccccc23)cc1 the results were CDK5 inh 2.3, dFosB activator -11, SR-BI DiI-HDL act -10, SR-BI DiI inh 10, MITF act -8, Wnt act 13, cardiac RTF act -19, Rtt109 Vps75 18, PvdQ acylase 19 and HTR5A ag 2.
`COc1ccc(OCCN(C)Cc2ccccc2)cc1` gave CDK5 inh -0.8, dFosB activator 2, SR-BI DiI-HDL act 15, SR-BI DiI inh -15, Wnt act 9, cardiac RTF act 11, Rtt109 Vps75 -7, PvdQ acylase -10 and HTR5A ag 3.
